JMJD2C inh – blocks human GASC-1 demethylase activity; GST-JMJD2C(1-420) H3K9me3 demethylation, DELFIA europium; inhibition, % at 2.35 µM; hit rate 0.069% among 330,000; AID 2099;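 active means more than half of a compound's replicate wells show inhibition beyond 50%, single wells judged on their own value; inconclusive means some, but no more than half, of replicates pass 50% inhibition; inactive means no replicate passes 50% inhibition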;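 further: signal counts dimethyl H3K9 product captured on neutravidin plate; 0% = median of DMSO wells and 100% = 0.3 times that DMSO median; strong numbers were not always called active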
Target sequence (Q9H3R0 1-420 limits assumed): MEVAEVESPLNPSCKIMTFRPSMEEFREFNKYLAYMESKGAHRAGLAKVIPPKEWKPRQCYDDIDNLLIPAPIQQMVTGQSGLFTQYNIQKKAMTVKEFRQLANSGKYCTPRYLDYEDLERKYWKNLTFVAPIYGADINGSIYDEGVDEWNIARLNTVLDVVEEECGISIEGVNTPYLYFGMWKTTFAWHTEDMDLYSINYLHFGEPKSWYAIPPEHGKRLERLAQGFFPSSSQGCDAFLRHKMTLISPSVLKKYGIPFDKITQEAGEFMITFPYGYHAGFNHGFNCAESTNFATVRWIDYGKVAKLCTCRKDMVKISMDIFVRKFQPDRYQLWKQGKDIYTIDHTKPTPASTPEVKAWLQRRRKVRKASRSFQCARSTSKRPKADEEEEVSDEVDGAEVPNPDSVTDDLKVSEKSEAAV
AHR activator – activates the human aryl hydrocarbon receptor; P35869; hit rate 2.5% among 320,000; activation, % at 5 µM; AHR-responsive luciferase reporter cells, luminescence; in the data active means activation above about 47%;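 further: 0% = vehicle wells and 100% = reference agonist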
CR mimetic SO – yeast age-related superoxide inhibition as caloric restriction mimetic | S. cerevisiae aged cells, superoxide DHE fluorescence; stronger effect = lower value | superoxide response (% of plate mean), % at 10 µM | hit rate 0.18% among 330,000 | AID 2690;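 active means superoxide response under a set limit, about three screen SD below normal, cut at about 65% in these data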;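 further: yeast aged for seven days with compound at 30 °C before DHE staining; 100% = average MFI of all compound-treated wells on the plate with controls excluded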
proCasp7 act – activates human procaspase-7, counter-screen for procaspase-3 activators; activation, % at 8.5 µM; AID 463210; hit rate 0.093% among 330,000; recombinant procaspase-7, Ac-DEVD-pNA absorbance 405 nm; D23A/D198A/D206A triple mutant, cannot self-cleave; scale: DMSO 0, 5 µM enzyme 100;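 active means percent activation above the screen-wide mean plus 3 SD, cut at about 25% in these data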
Target sequence (P55210 whole entry D23A/D198A/D206A): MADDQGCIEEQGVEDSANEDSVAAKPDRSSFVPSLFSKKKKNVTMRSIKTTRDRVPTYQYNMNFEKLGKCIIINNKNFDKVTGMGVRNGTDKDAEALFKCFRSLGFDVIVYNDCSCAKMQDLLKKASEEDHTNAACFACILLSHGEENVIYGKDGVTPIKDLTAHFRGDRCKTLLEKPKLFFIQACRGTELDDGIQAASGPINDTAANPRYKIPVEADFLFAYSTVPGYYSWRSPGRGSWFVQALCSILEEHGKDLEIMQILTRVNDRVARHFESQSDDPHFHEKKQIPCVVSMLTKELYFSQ
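Test system: Procaspase-7 triple mutant (PC-7 D3A). Also added: Ac-DEVD-pNA substrate, 400 µM as added. Schedule: 1 h enzyme–compound preincubation and 2 h substrate reaction, both 25 °C. Signal: p-Nitroaniline absorbance at 405 nm, read at 0 and 120 min. Control set: low DMSO alone, high DMSO plus 5 µM PC-7.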
LAP4 TOR yeast – modulators of TOR pathway LAP4-GFP in S. cerevisiae; hit rate 0.34% among 320,000; GFP response vs DMSO, % at 10 µM; S. cerevisiae LAP4-GFP multiplex, flow cytometry GFP, 3 h; median GFP as percent of DMSO wells; AID 2023;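 active means GFP response vs DMSO above a set limit, about the screen mean plus 3 SD, cut at about 150% in these data; inconclusive means under 70 cell events counted for the yeast strain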
procasp3 activ – procaspase-3 (human) activation. P42574. recombinant procaspase-3 D3A, Ac-DEVD-pNA absorbance 405 nm. activation, % at 8.5 µM. hit rate 0.11% among 330,000. AID 463141;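 active means activation above the mean of all tested compounds plus 3 SD, cut at about 21% in these data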;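 further: 0% = DMSO alone and 100% = DMSO wells spiked with extra 5 µM PC-3 D3A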
Target sequence (P42574 whole entry D9A/D28A/D175A): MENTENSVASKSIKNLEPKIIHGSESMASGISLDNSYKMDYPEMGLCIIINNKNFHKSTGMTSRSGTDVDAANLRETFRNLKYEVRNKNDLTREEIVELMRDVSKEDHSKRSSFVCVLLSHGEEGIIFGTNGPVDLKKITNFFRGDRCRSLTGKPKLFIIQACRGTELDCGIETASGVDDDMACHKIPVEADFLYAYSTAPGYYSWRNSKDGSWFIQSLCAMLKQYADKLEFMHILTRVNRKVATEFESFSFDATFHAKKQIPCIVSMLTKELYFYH
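Assay system: Procaspase-3 D3A mutant, all three cleavage aspartates alanine. Buffer or medium: Zinc-free HEPES saline buffer with Triton X-100. Times: 1 h compound preincubation, 2 h substrate hydrolysis at 25 °C. Measured by: 405 nm absorbance of p-nitroaniline, reads at 0 and 120 min. Read-out basis: percent activation relative to control range. Replicates: singlicate.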
MEP2-GFP yeast – yeast TOR pathway MEP2-GFP modulation. GFP response vs DMSO, % at 10 µM. S. cerevisiae MEP2-GFP strain, flow cytometry GFP, 3 h; 100% = DMSO control level. hit rate 0.51% among 330,000. AID 2016;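 active means GFP response versus DMSO above a set limit, roughly screen mean plus 3 SD, cut at about 180% in these data; inconclusive means fewer than 70 cells counted for a yeast strain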;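 further: median GFP fluorescence of the barcode-gated MEP2-GFP cells per well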
RPL19A-GFP yeast – alters RPL19A-GFP fluorescence in TOR pathway yeast screen. AID 2025. S. cerevisiae RPL19A-GFP strain, flow cytometry, 3 h; stronger effect = lower value. hit rate 0.3% among 330,000. percent response vs DMSO, % at 10 µM;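 active means percent response vs DMSO below 50%; inconclusive means fewer than 70 events counted for the yeast strain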;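 further: median channel GFP fluorescence of the barcoded RPL19A-GFP strain; ratio of sample median GFP to plate DMSO average so 100% = DMSO; lower means less RPL19A-GFP as with rapamycin TOR inhibition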
Active calls of the source: *; ? = inconclusive; nt = not tested or not shown; [ ] = remark or other dose.

nr | mol | procasp3 activ | LAP4 TOR yeast | JMJD2C inh | CR mimetic SO | AHR activator | proCasp7 act | RPL19A-GFP yeast | MEP2-GFP yeast
1 | O=C(NCc1cccnc1)C(=O)NCC(c1ccco1)N1CCN(c2ccccc2F)CC1 (stereo unspecified) | 6 | 99 | 9 | 108 | 3 | 6 | 110 | 107
2 | Cc1ccccc1Cn1c(-c2cncs2)nc2ccccc21 | -1 | 97 | -1 | 100 | 12 | 5 | 93 | 93
3 | Cc1nn(S(=O)(=O)c2cccc([N+](=O)[O-])c2)c(C)c1Br | 1 | 102 | 3 | 89 | 0 | 4 | 97 | 104
4 | COc1ccc(CNC(=O)CSc2nc(-c3ccccc3)cc(-c3cccs3)c2C#N)cc1 | 5 | 109 | 9 | 100 | -1 | 12 | 96 | 96
5 | CCN1C(=O)C(CC(=O)Nc2ccc(F)cc2)N(CCc2ccc(OC)cc2)C1=S (stereo unspecified) | -1 | 96 | 3 | 94 | 1 | 1 | 94 | 99
6 | Oc1c(Br)cc(/C=N/Nc2ccc(Cl)nn2)cc1Br | -2 | 135 | 9 | 90 | 42 | -7 | 87 | 113
7 | COc1cccc2cc(C(=O)Nc3cc(Cl)ccc3N3CCOCC3)c(=O)oc12 | 0 | 83 | -24 | 99 | 5 | -2 | 98 | 103
8 | COc1ccc(NC(c2ccccc2)c2ccncc2)cc1 (stereo unspecified) | 0 | 95 | -4 | 101 | 1 | 10 | 104 | 105
9 | O=C(NNC(=O)c1ccc(Cl)c(Cl)c1)c1cccnc1 | 4 | 96 | 17 | 102 | 2 | 0 | 91 | 95
10 | CCN(CC)c1nc2cc(OC)ccc2cc1C#N | -2 | 104 | 26 | 80 | 2 | 3 | 98 | 102
11 | Cc1ccc(N2C(=O)C3C(c4ccccc4)(C2=O)C3(c2ccccc2)c2ccccc2)cc1 (stereo unspecified) | -3 | 89 | 3 | 95 | -2 | 6 | 99 | 104
12 | O=C(c1cc([N+](=O)[O-])ccc1N1CCOCC1)N1CCCC1 | 4 | 103 | 0 | 91 | -1 | 14 | 107 | 104
13 | O=C(N=C1SC2CS(=O)(=O)CC2N1Cc1ccccc1Cl)C1CCCO1 (stereo unspecified) | -1 | 94 | 2 | 82 | 0 | 3 | 97 | 94
14 | Cc1c(OCC(=O)NCc2ccncc2)ccc2c3c(c(=O)oc12)CCCC3 | 9 | 95 | 1 | 111 | -7 | -2 | 101 | 105
15 | O=C1c2ccccc2NC(c2cccc(F)c2)N1Cc1ccccc1 (stereo unspecified) | 8 | 103 | -8 | 110 | 1 | 11 | 101 | 105

(list continues)
nr | mol | procasp3 activ | LAP4 TOR yeast | JMJD2C inh | CR mimetic SO | AHR activator | proCasp7 act | RPL19A-GFP yeast | MEP2-GFP yeast
16 | O=C1C(=O)N(Cc2cccnc2)C(c2cccc([N+](=O)[O-])c2)/C1=C(/O)c1ccc2c(c1)OCO2 (stereo unspecified) | -2 | 79 | -1 | 107 | 1 | -3 | 105 | 104
17 | O=C(NCC#CCSc1nnc(-c2cccc3ccccc23)o1)c1cccs1 | 0 | 76[may fluoresce red and violet] | -13 | 79 | -2 | -7 | ? | 81[may fluoresce red and violet]
18 | Cc1ccc2c(C(=O)CN3CC(C)CC(C)C3)c(C)[nH]c2c1 (stereo unspecified) | 0 | 100 | 2 | 86 | 10 | 10 | 100 | 109
19 | COCCCNC(=S)Nc1ccc(C)cc1[N+](=O)[O-] | 3 | 92 | -3 | 122 | 2 | 5 | 100 | 103
20 | COc1ccccc1NS(=O)(=O)c1cccc(C(=O)NCc2ccccn2)c1 | 10 | 97 | -2 | 108 | 0 | 3 | 93 | 97
21 | COc1cccc(CC2(CO)CCCN(Cc3ccc(-c4ccco4)cc3)C2)c1 (stereo unspecified) | -7 | 95 | -4 | 108 | -2 | -15 | 101 | 103
22 | O=C(Nc1ccccc1N1CCOCC1)c1ccc([N+](=O)[O-])s1 | -5 | 103 | 8 | 97 | 3 | 6 | 98 | 95
23 | COc1ccc(C(=O)n2cnc3ccccc32)cc1Br | -1 | 131 | 5 | 108 | -1 | 1 | 96 | 98
24 | O=C(/C=C/c1ccc(F)cc1)NC(=S)Nc1ccccc1O | nt | 93 | -1 | 99 | nt | nt | 102 | 109
25 | Cc1ccc(C2=NN(C(=O)CNCCO)C(c3cccs3)C2)cc1 (stereo unspecified) | 3 | 105 | 42 | 93 | 13 | -27 | 99 | 105
26 | COc1ccc(COC(=O)CCNC(=O)c2ccc(Cl)cc2)cc1 | 1 | 108 | -12 | 97 | 0 | -6 | 92 | 93
27 | CN1C(=O)N(C)C2(c3ccccc3)NNC(N)=NC12c1ccccc1 (stereo unspecified) | -2 | 101 | -31 | 102 | 4 | 1 | 95 | 98
28 | CN(C)Cc1nc2c([nH]1)c(=O)n(C)c(=O)n2C | -5 | 95 | 1 | 109 | 0 | -3 | 99 | 99
29 | C/C(=N/NC(=O)CNC(=O)c1ccccn1)c1ccccc1 | -4 | 94 | -2 | 86 | 8 | -1 | 105 | 105
30 | Cc1ccc(C(=O)OCC(=O)N2CCOCC2)cc1 | 1 | 95 | 3 | 108 | 0 | 2 | 102 | 103

Next part; the last 2 above are carried over.
nr | mol | procasp3 activ | LAP4 TOR yeast | JMJD2C inh | CR mimetic SO | AHR activator | proCasp7 act | RPL19A-GFP yeast | MEP2-GFP yeast
29 | C/C(=N/NC(=O)CNC(=O)c1ccccn1)c1ccccc1 | -4 | 94 | -2 | 86 | 8 | -1 | 105 | 105
30 | Cc1ccc(C(=O)OCC(=O)N2CCOCC2)cc1 | 1 | 95 | 3 | 108 | 0 | 2 | 102 | 103
31 | N#CC1=C2N=C(N)c3ccccc3N2C2=C(C(=O)CCC2)C1c1ccc(F)cc1 (stereo unspecified) | -1 | 94 | 9 | 97 | 16 | 4 | 98 | 97
32 | O=S(=O)(Nc1ccc(-c2cn3c(n2)SCC3)cc1)c1ccccc1F | -7 | ? | 4 | 120 | 5 | -1 | ? | ?
33 | Cn1c(=O)c2c(nc3n2CC(COc2ccccc2)O3)n(C)c1=O (stereo unspecified) | nt | 104 | -11 | 105 | nt | nt | 107 | 110
34 | Fc1ccc(C2=CC(c3ccco3)n3nnnc3N2)cc1 (stereo unspecified) | -2 | 111 | -1 | 110 | 5 | -3 | 99 | 113
35 | Cc1cccc2sc(N(CCCN(C)C)C(=O)c3ccc(S(=O)(=O)N4CCc5ccccc5C4)cc3)nc12 | 4 | 98 | -10 | 89 | 0 | -3 | 92 | 91
36 | O=S(=O)(c1ccccc1F)N1CCC(c2nc3ccccc3[nH]2)CC1 | 2 | 100 | 5 | 127 | 3 | 4 | 92 | 89
37 | Cc1csc(NC(=O)c2ccco2)c1C(=O)c1ccccc1 | 2 | 109 | 0 | 108 | 1 | 2 | 97 | 100
38 | COc1ccc(/C(O)=C2/C(=O)C(=O)N(CCCC(=O)O)C2c2ccc(OC)c(OC)c2)cc1 (stereo unspecified) | -2 | 92 | 9 | 110 | 1 | -20 | 99 | 93
39 | CCc1cc(=O)oc2c3c(cc(OCC(=O)N[C@H](C(=O)O)[C@H](C)CC)c12)OC(C)(C)CC3 | -2 | 102 | -4 | 84 | 0 | 3 | 109 | 108
40 | O=C(NNc1nc2c(F)cccc2s1)c1ccc(F)cc1 | 4 | 106 | 7 | 101 | 10 | 2 | 97 | 96
41 | CC(C)OC(=O)C1C(=O)CC(C)(O)C(C(=O)OC(C)C)C1c1cccc(O)c1 (stereo unspecified) | -1 | 106 | -1 | 94 | -1 | 4 | 92 | 97
42 | COc1ccc(-c2csc3nc(-c4ccccc4)oc(=O)c23)cc1OC | 0 | 98 | -4 | 95 | -1 | 0 | 103 | 103
43 | COC(=O)c1ccccc1NC(=O)c1ccc(-c2ccc(Br)cc2)o1 | 6 | 99 | 11 | 99 | 11 | -3 | 98 | 95
44 | CCCn1c(SC(C)C(=O)NCC2CCCO2)nc2sc(CC)cc2c1=O (stereo unspecified) | -4 | 69 | 6 | 102 | -2 | -4 | 96 | 91
45 | Cc1ccc(S(=O)(=O)NCC(=O)NC2CCCCCC2)cc1 | -11 | 90 | -5 | 103 | -1 | 2 | 99 | 102

Remaining list, next part:
nr | mol | procasp3 activ | LAP4 TOR yeast | JMJD2C inh | CR mimetic SO | AHR activator | proCasp7 act | RPL19A-GFP yeast | MEP2-GFP yeast
46 | CCc1ccc(OCC2Cn3c(nc4c3c(=O)[nH]c(=O)n4C)O2)cc1 (stereo unspecified) | nt | 103 | -2 | 98 | nt | nt | 103 | 110
47 | COc1ccc(C(=O)NC2(C(F)(F)F)C(=O)N(Cc3ccco3)C3=C2C(=O)CC(C)(C)C3)cc1OC (stereo unspecified) | -1 | 79 | -2 | 84 | -2 | 6 | 77 | 83
48 | O=C1OC(Nc2cc(Br)cc3cccnc23)c2ccccc21 (stereo unspecified) | -19 | 92 | 2 | 125 | 28 | -1 | 95 | 93
49 | CC(=O)c1c(C)[nH]c(C(=O)OCCCCN2C(=O)c3ccccc3C2=O)c1C | 9 | 109 | 0 | 102 | -1 | 7 | 102 | 105
50 | Oc1ccccc1Nc1nc(NCC2CCCO2)c2ccccc2n1 (stereo unspecified) | 1 | 97 | -19 | 115 | 0 | 5 | 99 | 94
51 | C/C(=N\NC(=S)NC(C)C)c1ccccc1OC(F)F | -4 | 114 | 2 | 94 | 11 | -5 | 96 | 98
52 | COCCn1c(C)cc(C(=O)COC(=O)CCN2C(=O)c3ccccc3C2=O)c1C | 1 | 101 | -7 | 87 | -4 | 5 | 104 | 98
53 | CN(Cc1nc(-c2ccc(Cl)cc2)no1)C(=O)c1ccco1 | -9 | 103 | -4 | 94 | 1 | 6 | 103 | 106
54 | COC(=O)C(CC(C)C)NC(=O)c1cc(OC)c(OC)c(OC)c1 (stereo unspecified) | 3 | nt | 6 | 94 | 8 | -8 | 92 | 102
55 | O=S(=O)(c1ccc2c(c1)C(O)c1ccccc1CC2)C(F)(F)F (stereo unspecified) | 8 | 106 | 6 | 96 | 2 | 0 | 102 | 95
56 | CCN(C(=O)CSc1nnc(Nc2ccccc2)s1)C1CCS(=O)(=O)C1 (stereo unspecified) | -3 | 91 | -7 | 89 | 4 | 13 | 99 | 95
57 | O=C(NCCc1ccc(Cl)cc1)C1CCCN1C(=O)Nc1ccc(F)cc1 (stereo unspecified) | -5 | 85 | 19 | 103 | -3 | 7 | 101 | 94
58 | COc1cc(NC(=O)CN2C(=O)NC3(CCOc4ccccc43)C2=O)cc(OC)c1 (stereo unspecified) | 7 | 99 | 0 | 124 | 20 | -5 | 94 | 92
59 | Cc1cccc(-c2nc3ccccc3c(=O)n2N)c1 | 10 | 105 | 2 | 97 | 17 | 9 | 102 | 111
60 | COc1ccc(Nc2ncnc3sccc23)c(OC)c1 | -4 | 99 | -3 | 95 | 10 | -5 | 110 | 108
61 | O=C(COC(=O)CC1CC2CCC1C2)Nc1c(F)cccc1F (stereo unspecified) | 12 | 95 | 4 | 91 | 0 | 1 | 96 | 93
62 | CC(=O)N1c2ccc(S(=O)(=O)N3CCC(C(=O)Nc4cccc(F)c4)CC3)cc2CC1C (stereo unspecified) | 2 | 108 | -5 | 104 | 2 | -9 | 99 | 108

This is a random part of the collection. Share with any hit: about 3.8%.
